# From PubChem
# HP1b chromo inh = blocks HP1-beta chromodomain binding to methylated histone tails; AlphaScreen HP1-beta / biotin-H3K9me3 peptide binding; Potency, µM (series often up to 114 µM), for the others: top-dose activity change, negative = inhibition, hits mostly inhibitors; 390,000 compounds, 0.56% hits; AID 540317; further: nearly all actives have a fitted effect of over 70% in size; inactives centre near 23
# Target sequence (P83916 whole entry, looked up): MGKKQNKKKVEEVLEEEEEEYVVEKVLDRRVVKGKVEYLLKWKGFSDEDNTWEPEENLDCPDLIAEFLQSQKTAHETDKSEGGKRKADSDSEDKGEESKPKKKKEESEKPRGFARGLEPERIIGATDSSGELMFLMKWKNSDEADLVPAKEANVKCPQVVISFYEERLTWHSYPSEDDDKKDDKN
#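 Compound inhibition of the preformed complex between 50 nM HP1-beta and 50 nM biotinylated H3K9me3 peptide was read by AlphaScreen. Buffer was PBS pH 7.4 with 0.01% Tween-20. Incubations ran 30 min at room temperature, with 10 ug/mL donor/acceptor beads.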
# GLS inh = inhibitors of human glutaminase (GLS). 410,000 compounds, 0.21% hits. GLS enzymatic activity, qHTS titration. Potency, µM (doses to about 45.5 µM), for the others: at the highest dose activity change, negative = inhibition, usual class: inhibitors. AID 624170; further: on the % scale 0 is the no-effect control and ±100 the full control effect
#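 Two-point fluorescence kinetic (t0, 30 min RT) for hKGA; glutamate detected via glutamate oxidase–HRP–Amplex Red. Substrate: 1 mM L-glutamine solution; buffer 45 mM KH2PO4, pH 8.2.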
# Pin1 inh = inhibitors of human Pin1; Pin1 FP peptide displacement, HiFluor488, 10 min; Potency, µM (highest dose often 115 µM), for inactives: at the highest dose activity, negative = inhibition, hits mostly inhibitors; 390,000 compounds, 0.009% hits; AID 504891; active means well fitted inhibition curve with a large enough effect in the polarisation, with a control signal flat, not every such curve was filed as active; inconclusive means small, poorly fitted or top-dose-only effect, or effect the other way, or a change in a side signal; inactive means no such curve, though single readings can be large or run the other way; the % refers to the polarisation; further: on the % scale 0 is the no-effect control and ±100 the full control effect
# Target sequence (Q13526 whole entry, looked up): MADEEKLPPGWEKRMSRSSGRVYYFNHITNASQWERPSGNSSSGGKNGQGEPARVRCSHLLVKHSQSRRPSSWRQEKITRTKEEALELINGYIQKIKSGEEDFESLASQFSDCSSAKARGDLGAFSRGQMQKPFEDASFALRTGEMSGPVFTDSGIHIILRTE
# JMJD2A Tudor inh = inhibitors of human JMJD2A Tudor domain; O75164; AlphaScreen JMJD2A-Tudor / H3K4me3 peptide binding; Potency, µM (top dose mostly 114 µM), inactives show at the top dose activity change, negative = inhibition, actives largely listed as inhibitors; 390,000 compounds, 4.4% hits; AID 504339; further: on the % scale 0 is the no-effect control and ±100 the full control effect; nearly all actives have a fitted effect of over 50% in size
# 12-LOX inh = ALOX12 (human) lipoxygenase inhibition. Potency, µM (highest dose often 108 µM), inactives show at the highest dose activity change, negative = inhibition, usual class: inhibitors. purified 12hLO, xylenol orange hydroperoxide absorbance. 580,000 compounds, 1.1% hits. AID 1671190. P18054; further: on the % scale 0 is the no-effect control and ±100 the full control effect
# Target sequence (P18054 whole entry, looked up): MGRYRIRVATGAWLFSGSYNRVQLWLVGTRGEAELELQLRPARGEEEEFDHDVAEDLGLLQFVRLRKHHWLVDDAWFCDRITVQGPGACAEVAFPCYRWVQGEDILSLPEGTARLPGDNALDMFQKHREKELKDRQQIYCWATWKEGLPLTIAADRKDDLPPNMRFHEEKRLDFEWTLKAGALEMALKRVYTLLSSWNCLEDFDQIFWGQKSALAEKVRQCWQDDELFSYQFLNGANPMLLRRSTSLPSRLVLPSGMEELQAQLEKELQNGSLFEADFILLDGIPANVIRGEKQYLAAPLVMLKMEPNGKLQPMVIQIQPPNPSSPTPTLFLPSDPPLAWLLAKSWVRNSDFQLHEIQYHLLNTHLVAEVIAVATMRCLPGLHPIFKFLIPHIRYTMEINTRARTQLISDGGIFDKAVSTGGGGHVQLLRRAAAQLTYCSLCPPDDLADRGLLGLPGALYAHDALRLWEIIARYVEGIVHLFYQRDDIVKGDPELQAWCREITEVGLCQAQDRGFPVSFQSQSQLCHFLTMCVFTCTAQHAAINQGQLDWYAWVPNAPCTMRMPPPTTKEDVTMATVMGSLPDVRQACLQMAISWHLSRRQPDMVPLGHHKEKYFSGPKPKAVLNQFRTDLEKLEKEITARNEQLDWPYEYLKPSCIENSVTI
#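 Purified human 12hLO at 150 nM in 25 mM Hepes, 0.01% Triton X-100, pH 7.0, preincubated 15 min at room temperature with compound. Reaction started with 40 uM arachidonic acid, 30 min at room temperature. Hydroperoxide measured by Fe-xylenol orange, 573/405 nm absorbance ratio.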
# TrxR1 inh = blocks rat thioredoxin reductase 1. recombinant rTrxR1, NADPH fluorescence consumption, selenite substrate. 390,000 compounds, 1% hits. O89049. Potency, µM (series often up to 114 µM), inactives show top-dose activity change, negative = inhibition, most hits filed as inhibitors; further: on the % scale 0 is the no-effect control and ±100 the full control effect; nearly all actives have a fitted effect of over 65% in size
#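 Rat TrxR1 (90 nM in the dispensed reagent) was pre-reduced with 400 uM NADPH for 5 min at room temperature, then incubated with compound for 15 min. After 400 uM selenite was added, NADPH fluorescence (Ex 340/Em 450 nm) was followed for 8 min.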
# ERG-DNA inh = blocks human ERG Ets domain binding to DNA; P11308; Potency, µM (top dose mostly 76.9 µM), without a hit: at the highest dose FP activity, negative = inhibition, hits mostly inhibitors; AID 624246; 370,000 compounds, 0.028% hits; fluorescence polarization, His-ERG Ets domain / labelled DNA; active means well fitted inhibition curve with a large enough effect in the polarisation, with a control signal flat; inconclusive means small, poorly fitted or top-dose-only effect, or effect the other way, or a change in a side signal; inactive means no such curve, though single readings can be large or run the other way; the % refers to the polarisation;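 further: polarization taken with two DNA probes labelled with fluorescein and Texas red; % of control where 0% means no effect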
#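 His-tagged ERG Ets domain (1 uM in the protein solution; 300mM KCl, 50mM Tris-HCl, 1mM EDTA, 1mM DTT, pH 7.5) received compound, then a probe mix of 5 nM fluorescein-DNA and 100nM Texas-615-DNA. Fluorescence polarization was read for both dyes.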
# RGS4 inh = inhibitors of human regulator of G protein signaling 4. P49798. Transcreener GDP fluorescence polarization, RGS4-accelerated GTP hydrolysis. Potency, µM (doses to about 114 µM), without a hit: at the top dose activity change, negative = inhibition, usual class: inhibitors. 390,000 compounds, 0.039% hits; further: on the % scale 0 is the no-effect control and ±100 the full control effect; nearly all actives have a fitted effect of over 75% in size; some results filed as inactive show a strong effect at the top dose
#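 MLSMR compounds (23 nl, pin-transferred) preincubated 10 min at room temperature with a 500nM (2x) first reagent, then RGS4 at 900nM (2x) plus Transcreener GDP mix added; fluorescence polarization (620/688 nm) read before and after 90 min at 30 °C.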
# PGK inhibitor = blocks T. brucei phosphoglycerate kinase. P07378. PGK/GAPDH coupled, Kinase-Glo luminescence, 60 min. Potency, µM (titrated, usually from 57.5 µM), for inactives: at the top dose activity change, negative = inhibition, most hits filed as inhibitors. 380,000 compounds, 0.043% hits. AID 602233; further: on the % scale 0 is the no-effect control and ±100 the full control effect; nearly all actives have a fitted effect of over 60% in size
#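 Luminescent ATP detection (Kinase-Glo Plus) follows a 60-minute room-temperature incubation, with wells lacking PGK as controls. Buffer: 100 mM TEA (pH 7.6), 5 mM MgCl2, 0.01% Tween-20. Coupling enzyme GAPDH (100 nM final) supplies unstable 1,3-BPG in-well.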
# Numbers without * were called inactive; i = inactive; ? = inconclusive; . = not tested or not shown; & = joins results of further samples; [ ] = another dose, or the depositor's remark. Unless noted, the call rests on the fitted dose curve; in most records, active means well fitted curve in the direction sought with a large enough effect; inconclusive means small, poorly fitted or top-dose-only effect, or another doubt; inactive means no such curve, though single readings can be large; an effect the other way counts as inactive or inconclusive. Potency means the concentration at half of the fitted maximal effect.
TrxR1 inh | Pin1 inh | JMJD2A Tudor inh | 12-LOX inh | HP1b chromo inh | GLS inh | RGS4 inh | ERG-DNA inh | SMILES | PGK inhibitor
0% | 2% | -25% | ? | 29% | 8% | -1% | 1% | Cc1ccc(S(=O)(=O)Nc2ccc(NC(=O)Nc3cccc(C(F)(F)F)c3)cc2)cc1 | -1%
? | -3% | -20% | 0% | 4% | 2% | 9% | -5% | CC(=O)Nc1cc2c(cc1C(=O)c1ccc(C)cc1)OCCO2 | -2%
-11% | -1% | -5% | -46% | 31% | 10% | 11% | -3%[15.4 µM] | CC(C)c1cccc(C(C)C)c1NC(=O)CCN1C(=O)NC2(CCCC2)C1=O | -4%
1% | -1% | -4% | -2% | 25% | -13% | ? | 7% | Cc1ccc(C(=O)Nc2cccnc2)cc1S(=O)(=O)N1CCCC1 | -4%
21% | -4% | -12% | ? | 23% | 1% | -18% | -9% | CC(=O)N[C@@H](Cc1ccc(OC(F)(F)F)cc1)C(=O)O | -2%
3% | 0% | -7% | ? | 14% | -2% | 6% | 1% | COc1cc(-c2noc(C)c2C(=O)NCCc2ccccc2)cc(OC)c1OC | 6%
-21%[57.1 µM] | 1% | -7% | -28% | 11% | 8% | -49% | 2% | CN(C)C(=O)CSc1cccc2cccnc12 | i
12% | ? | -13% | 4% | 25% | -1% | 2% | 3% | O=C(NCCC(=O)N1CCN(S(=O)(=O)c2ccccc2Cl)CC1)Nc1ccccc1 | -3%
12% | -7% | -14% | -2% | 20% | -6% | -23% | 12% | Cc1cc(=O)[nH]c(SCC(=O)N2C(C)CCCC2C)n1 (stereo not given) | i
19% | -2% | -3% | 4% | 1% | 2% | -7% | 0% | CCNc1nc(NCC)n2c(SCC(=O)Nc3ccccc3Cl)nnc2n1 | -8%
0% | -1% | -13% | . | 17% | 5% | -5% | 6% | Cc1ccc(-c2nc(C3CCCN(S(=O)(=O)c4ccc(C(F)(F)F)cc4)C3)no2)cc1 (stereo not given) | -1%
7%[57.1 µM] | 0% | 14% | 0% | 34% | 1% | -48% | 1% | O=C(CN1C(=O)c2ccccc2S1(=O)=O)NCCC1=CCCCC1 | -6%
-5% | -1% | -8% | 440%[activator] | 32% | -5% | -30% | 9% | COc1ccc(S(=O)(=O)N(CCCN2CCOCC2)Cc2cccc(OC)c2OC)cc1 | -9%
30% | -1% | -8% | 22% | 59%[activator] | -12% | -6% | -12% | O=C(N1CCOCC1)N1CCC(c2nc(-c3ccc(S(=O)(=O)N4CCOCC4)cc3)no2)CC1 | -7%
14%[57.1 µM] | -6% | -13% | 29% | 36% | 1% | -3% | 2% | Cc1ccc(-n2[nH]c(C)c(C=NC34CN5CN(CN(C5)C3)C4)c2=O)cc1C | -7%
-5% | -6% | -9%[57.1 µM] | 0% | 21% | -2% | -20%[56.9 µM] | 5% | COc1cccc(CNC(=O)CCS(=O)(=O)c2cccc3nsnc23)c1 | i
12%[57.1 µM] | 12% | ? | 145%[activator] | 4% | -14% | -25% | 14% | CSC(=Nc1ccccc1)C(C#N)c1nc2ccccc2[nH]1 (stereo not given) | -2%
3% | 2% | -16% | 154%[activator] | 25% | 0% | -10% | 3% | CCN1CCc2nc(NC(=O)c3ccccc3)sc2C1 | 3%
11% | 1% | 21% | -9% | 30% | -14% | -10% | 10% | CCOC(=O)c1c(C=O)c2ccccc2n1CC | -6%
11% | -1% | 2% | -9% | 45%[activator] | -1% | -16% | 14% | CCOC(=O)C1=C(C)N=C2SCCC(=O)N2C1c1cc(Br)ccc1OC (stereo not given) | -8%
13% | -13% | -10% | 0% | 31% | 4% | -25% | -1% | CC1(C)O[C@@H]2C[C@H]3[C@@H]4C[C@H](F)C5=CC(=O)CC[C@]5(C)[C@H]4[C@@H](O)C[C@]3(C)[C@]2(C(=O)CO)O1 | 2%
18% | -7% | -13% | 3% | 47%[activator] | -11% | 1% | 3% | O=C(CCCOc1ccc(Cl)cc1Cl)NCc1ccncc1 | -7%
6% | 50%[activator] | -22% | -28% | 20% | 10% | 1% | 3% | CCc1cc2c(SCC(=O)Nc3ncc(Cl)c(C)c3Cl)ncnc2s1 | -9%
15% | 3% | -22% | -6% | 24% | -14% | -26% | -3% | NCCNC(=O)Cc1cccc(NC(=O)Cc2ccc(Nc3ncnc4c3ncn4[C@@H]3O[C@H](CO)[C@@H](O)[C@H]3O)cc2)c1 | -1%
4% | 3% | -1% | -16% | 37% | 2% | -20% | 8% | CCn1cc(C(=O)N2CCN(c3ccc(F)cc3)CC2)c(=O)c2cc(S(=O)(=O)N3CCOCC3)ccc21 | -3%
7% | -4% | 4% | -8% | 33% | 1% | 11% | -2% | CC(OC(=O)CCN=C1NS(=O)(=O)c2ccccc21)C(=O)Nc1ccc(F)cc1Cl (stereo not given) | -8%
-3% | 3% | -5% | 15% | 29% | -12% | -9% | 5% | CN(CCN1CCOCC1)Cc1nc(-c2ccc(Cl)cc2)no1 | -5%
18%[57.1 µM] | -1% | -31% | 8% | 6% | -1% | -1% | 9% | COc1ccccc1-c1cc(C(=O)N2CCN(c3ccccc3OC)CC2)no1 | 1%
6%&-2% | 1%&-2% | -13%&-6% | -13%&-22% | 55%&19%[activator] | -8%&6% | -10%&-5% | 1%&7% | COc1ccc(-c2cc(C(=O)Nc3c(C)n(C)n(-c4ccccc4)c3=O)no2)cc1OC | -2%&-4%
9% | 7% | 2% | 0% | 17% | 0% | 38% | 7% | O=C(Nc1cccnc1N1CCOCC1)c1cc2ccccc2oc1=O | -3%
8%[57.1 µM] | 3% | -1% | 26% | 38% | 0% | -7% | -10% | Cc1cc(CNC(=O)C(C)Cc2ccccc2)nn1C (stereo not given) | 2%
21% | 16% | -22% | i | 9% | 0% | -13% | 21% | O=C(COC(=O)c1ccc(Br)o1)c1ccc(S(=O)(=O)N2CCCCC2)cc1 | -5%
-3% | 1% | 1% | 0% | 38% | 8% | -23% | 2% | O=C(c1ccc2c(c1)OCO2)N(CC1CCCO1)C1(C(=O)NC2CCCC2)CCCCC1 (stereo not given) | -3%
20%[57.1 µM] | ? | -8% | -18% | 28% | -10% | 24% | 1% | CC(C)(C)NC(=O)NC(=O)COC(=O)C1c2ccccc2Oc2ccccc21 | -5%
13% | -2% | -14% | -66% | 25% | 0% | -9% | . | COc1ccc(NC(=O)C(C)N2c3cccc4cccc(c34)S2(=O)=O)cc1OC (stereo not given) | .
9%[57.1 µM] | -15% | ? | -16% | ? | 1% | -35%[56.9 µM] | -7% | CCOC(=O)C1CCN(c2cc3c(cc2NC(=O)c2cc(OC)ccc2Br)n(C)c(=O)n3C)CC1 | -12%
-30% | -1% | -15% | 13% | 31% | 9% | 17% | -8% | C/C(=N\NC(=O)c1cccnc1)c1cc(C)oc1C | 2%
-16%[57.1 µM] | -12% | 23%[11.4 µM] | -1% | 11% | 2% | -9%[11.4 µM] | ? | CCc1nc(N2CCN(C(=O)c3ccccc3)CC2)c(C#N)c2c1COC(C)(C)C2 | -1%
8% | 2% | -11% | 0% | 16% | -13% | 41% | -4% | Cc1cc(C)nc(NC(=O)CSc2ccccn2)n1 | -1%
24%[57.1 µM] | 1% | -10% | -17% | 44%[activator] | 1% | -13% | 2% | CCc1ccc(OCCCC(=O)Nc2ccc(S(N)(=O)=O)cc2)cc1 | i
8%[57.1 µM] | 2% | -17% | 5% | -7% | -2% | 25% | 2% | CC(=O)c1ccc(N2CCN(c3ccc(NC(=O)c4cccs4)cc3C(=O)O)CC2)cc1 | 5%
18%[57.1 µM] | -1% | -1% | -3% | 34% | 1% | -8% | 3% | O=S(=O)(Cc1ccc(Cl)cc1)Nc1ccc(Cl)cn1 | i
-2% | -2% | -9% | . | 22% | . | 6% | . | CCCN1CNc2c(c(=O)[nH]c(=S)n2CCc2cc(OC)cc(OC)c2)C1 | .
3% | 6% | -14% | -2% | 16% | -11% | -12% | -3% | OCC1(CCOc2ccccc2)CCN(Cc2ccncc2)CC1 | -3%
50µM* | ? | 20µM* | ? | ? | 77%[activator] | -38% | 21% | CC1=C(C#N)c2nc(N)c(C#N)c(C)c2/C1=C\c1ccc(OCC(=O)O)c(Cl)c1 | -13%
7% | 1% | -1% | -13% | 26% | 4% | -1% | -4% | CCN1CCN(S(=O)(=O)c2ccc(Cl)c(C(=O)NCCc3ccccc3)c2)CC1 | 9%
5µM* | ? | -34%[57.1 µM] | . | -29% | 0% | -55%[11.4 µM] | 0% | N#C/C(=C/c1ccc(N2CCCCCC2)o1)c1ccc(F)cc1 | -11%
-9%[57.1 µM] | 2% | 8% | . | 53%[activator] | 1% | -7% | -11% | COc1ccc([C@H]2CC(=O)C=C(c3ccccc3)C2)cc1 | -2%
13%[57.1 µM] | 4% | 15% | ? | 32% | 8% | -4% | 3% | Cc1c(Cl)cccc1NC(=S)NN1CCOCC1 | -1%

# Structural class, those above with a thiophene ring, fused or not
TrxR1 inh | Pin1 inh | JMJD2A Tudor inh | 12-LOX inh | HP1b chromo inh | GLS inh | RGS4 inh | ERG-DNA inh | SMILES | PGK inhibitor
6% | 50%[activator] | -22% | -28% | 20% | 10% | 1% | 3% | CCc1cc2c(SCC(=O)Nc3ncc(Cl)c(C)c3Cl)ncnc2s1 | -9%
8%[57.1 µM] | 2% | -17% | 5% | -7% | -2% | 25% | 2% | CC(=O)c1ccc(N2CCN(c3ccc(NC(=O)c4cccs4)cc3C(=O)O)CC2)cc1 | 5%

# A portion of the library; rates above refer to the full screens.
